# Screening data: PubChem BioAssay, Broad Institute
# BL2 CD40 inh = CD40 pathway inhibition in BL2 cells; BL2 NF-kB luciferase reporter, CD40L-induced, 4 h; inhibition, % at 10 µM; 83,000 compounds, 0.94% hits;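 active = mean inhibition of at least 50% with a set share of replicates also reaching that level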;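 also: 0% = neutral control wells and 100% = IKK inhibitor VII at 50 µM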
# * hit, by the source's call; [ ] = another dose, or the depositor's remark.
SMILES,BL2 CD40 inh
c1ccc2c(c1)OCC(C1=NCCN1)O2 (stereo not given),19.1
CC=Cc1ccc2n(c1=O)C[C@@H]1[C@@H](CO)[C@H](C(=O)OC)[C@H]2N1S(=O)(=O)c1ccccc1C (mixture of isomers),-0.2[25 µM]
Cc1sc2ncn(CC(=O)NCCCC(=O)N3CCC4(CC3)OCCO4)c(=O)c2c1C,0.6
N#Cc1c(Br)n(C2OC(CO)C(O)C2O)c2ncnc(N)c12 (stereo not given),83.3*
O=C(COc1ccc2ccccc2c1)N1CCN(C2CCN(Cc3ccccc3)CC2)CC1,13.6
CCCCc1ccc(C(=O)O)nc1,-12.7[25 µM]
OC[C@H]1[C@H]2c3ccccc3NC[C@H]2N1Cc1cccnc1,-13.4[25 µM]
COc1cc(N)c(Cl)cc1C(=O)NC1CN2CCC1CC2 (stereo not given),1.2[25 µM]
C[C@]12C[C@@H](O)[C@H](O)CC1=CCC1C2CC[C@]2(C)C(=O)CCC12 (stereo not given in full),2.0
N=c1c[n+](C2CCCCC2)[n-]o1,5.8
C/C=C/c1ccc([C@@H]2[C@@H](CO)N3CCCCN(C(=O)Cc4cccnc4)C[C@@H]23)cc1,3.0[25 µM]

# Filtered by structure: the entries above with a halogen (2)
SMILES,BL2 CD40 inh
N#Cc1c(Br)n(C2OC(CO)C(O)C2O)c2ncnc(N)c12 (stereo not given),83.3*
COc1cc(N)c(Cl)cc1C(=O)NC1CN2CCC1CC2 (stereo not given),1.2[25 µM]

# Filtered by structure: the entries above with four or more nitrogen atoms
SMILES,BL2 CD40 inh
Cc1sc2ncn(CC(=O)NCCCC(=O)N3CCC4(CC3)OCCO4)c(=O)c2c1C,0.6
N#Cc1c(Br)n(C2OC(CO)C(O)C2O)c2ncnc(N)c12 (stereo not given),83.3*

# This is a subset; the hit share may differ from the screen's.
